Compound activity as filed in PubChem BioAssay.
CSN inh = inhibitors of human CSN-mediated cullin deneddylation | 360,000 compounds, 0.38% hits | Purified CSN, SCF-Nedd8-OG deneddylation, fluorescence polarization | Q92905 | inhibition, % at 12.5 µM | AID 651999;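 active means pattern-corrected inhibition above about 35%, with an unprinted fluorescence ratio check between 0.5 and 1.5, limit read from the data, passing the limit was not always enough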;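 further: 0% = enzyme with substrate and 100% = substrate without enzyme; some results filed as inactive read as strong as hits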
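assay system = purified human Csn5 enzyme expressed in HEK293T cells | amount = 0.24 nM enzyme | buffer or medium = Tris/NaCl/DTT buffer, pH 7.5 | reagent = 10 nM SCFSkp2-Nedd8OG | compound = one concentration, 12.5 µM, 0.25% DMSO | times = 90 min reaction at room temperature | signal = FP | read-out basis = % inhibition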
MLLE-PAM2 inh = blocks PAM2 peptide binding to the PABP1 MLLE domain; P11940; GST-MLLE / FITC-PAM2 fluorescence polarization; inhibition, % at 20 µM; 360,000 compounds, 0.36% hits; AID 588489; in the data active means inhibition above about 35%, passing the limit was not always enough;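 further: plate controls were DMSO wells with GST-MLLE for no effect and wells lacking GST-MLLE protein for full effect; some results filed as inactive read as strong as hits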
STEP block = STEP (human) phosphatase inhibition. 360,000 compounds, 0.25% hits. P54829. inhibition, % at 20 µM. recombinant STEP, OMFP fluorogenic substrate, fluorescence;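 active means inhibition at 20 µM, scaled per plate between control wells, above about 37%, limit read from the data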;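 further: 0% = DMSO with enzyme and substrate and 100% = substrate only without enzyme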
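Material: STEP (striatal-enriched tyrosine phosphatase) enzyme, cell-free; Compound dosing: 20 µM single dose in 1% DMSO; Technique: fluorescence read at 480 nm ex / 540 nm em; Times: reaction 20 min, ambient temperature; Medium: 50 mM Bis-Tris pH 6.0 with 2.5 mM DTT and 0.005% Tween 20; Also added: OMFP at 25 µM.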
NadD inh = NadD (S. aureus) enzyme inhibition; purified NadD enzyme, colorimetric absorbance read-out; inhibition, % at 20 µM; 360,000 compounds, 0.78% hits; in the data active means inhibition above about 26%; further: some compounds past the cut are filed as inactive
TbMetRS inhib = blocks T. brucei methionyl-tRNA synthetase activity | purified T. brucei MetRS, ATP depletion, Kinase-Glo luminescence | inhibition, % at 11.9 µM | 360,000 compounds, 0.4% hits | AID 624268;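 active means inhibition above a per-plate cutoff of the control wells' mean inhibition plus 3 SD, cut at about 5.5% in these data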;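 further: 0% = DMSO wells median and 100% = median of wells with control inhibitor compound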
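Assay system: T. brucei methionyl-tRNA synthetase, purified | Medium: HEPES buffer with MgCl2, KCl, DTT, spermine, BSA, pyrophosphatase | Compound: 11.9 µM single point | Incubation: 15 min enzyme-compound preincubation, 2 h reaction, 10 min detection, 25 °C | Measured by: Kinase-Glo luciferase luminescence reporting remaining unconsumed ATP | Measure: % inhibition normalized to control-well medians | Replication: Singlicate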
Rpn11 inh = Rpn11 (human) deubiquitinase inhibition; calls only at 20 µM; human 26S proteasome, Ub4-pepOG fluorescence polarization; 20S core pre-blocked with epoxomicin; O00487; 360,000 compounds, 0.59% hits; AID 588493;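 active means inhibition at 20 µM, scaled to each plate's controls, above about 33%, limit read from the data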
LMPTP block = LMPTP (human) inhibition | 360,000 compounds, 0.22% hits | recombinant LMPTP-A, OMFP fluorogenic substrate, fluorescence intensity | P24666 | inhibition, % at 20 µM;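 active means compounds that cut the enzyme signal by at least half of the control window in the single-dose screen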;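 further: plate controls were DMSO wells with enzyme plus substrate for no effect and substrate without enzyme for full effect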
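Test system: LMPTP-A phosphatase enzyme. Amount: LMPTP-A at 0.625 nM final in the reaction. Reagent: OMFP substrate, 400 µM final. Times: 50 min at room temperature. Signal: endpoint fluorescence intensity from OMFP dephosphorylation. Read-out basis: % inhibition. Benchmarks: no-enzyme and uninhibited controls.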
Scp1 inh = blocks human Scp-1 phosphatase activity; Recombinant Scp1, phosphopeptide, malachite green phosphate absorbance; 340,000 compounds, 0.88% hits; inhibition, % at 20 µM;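 active means inhibition above about 50% at 20 µM, limit read from the data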;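 further: plate controls were DMSO wells with enzyme for no effect and wells lacking enzyme for full effect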
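Test system: SCP-1 catalytic domain; Buffer or medium: Acidic Tris acetate buffer with magnesium and detergent; Also added: Phosphorylated 17-residue peptide substrate; Compound: single 20 µM dose, 1% DMSO; Schedule: enzyme reaction 45 min at room temperature, colour 5 min, stabilisation 30 min; Signal: Phosphate-binding colour reagent, absorbance read at 630 nm.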
DNMT1 inh = blocks human DNA methyltransferase DNMT1; P26358; DNMT1 molecular beacon, Hinp1I cleavage, fluorescence; inhibition (reported as % activation of signal), % at 10 µM; 360,000 compounds, 0.83% hits; AID 588458; in the data active means inhibition above about 50%
Target sequence (P26358 504-1616 limits assumed): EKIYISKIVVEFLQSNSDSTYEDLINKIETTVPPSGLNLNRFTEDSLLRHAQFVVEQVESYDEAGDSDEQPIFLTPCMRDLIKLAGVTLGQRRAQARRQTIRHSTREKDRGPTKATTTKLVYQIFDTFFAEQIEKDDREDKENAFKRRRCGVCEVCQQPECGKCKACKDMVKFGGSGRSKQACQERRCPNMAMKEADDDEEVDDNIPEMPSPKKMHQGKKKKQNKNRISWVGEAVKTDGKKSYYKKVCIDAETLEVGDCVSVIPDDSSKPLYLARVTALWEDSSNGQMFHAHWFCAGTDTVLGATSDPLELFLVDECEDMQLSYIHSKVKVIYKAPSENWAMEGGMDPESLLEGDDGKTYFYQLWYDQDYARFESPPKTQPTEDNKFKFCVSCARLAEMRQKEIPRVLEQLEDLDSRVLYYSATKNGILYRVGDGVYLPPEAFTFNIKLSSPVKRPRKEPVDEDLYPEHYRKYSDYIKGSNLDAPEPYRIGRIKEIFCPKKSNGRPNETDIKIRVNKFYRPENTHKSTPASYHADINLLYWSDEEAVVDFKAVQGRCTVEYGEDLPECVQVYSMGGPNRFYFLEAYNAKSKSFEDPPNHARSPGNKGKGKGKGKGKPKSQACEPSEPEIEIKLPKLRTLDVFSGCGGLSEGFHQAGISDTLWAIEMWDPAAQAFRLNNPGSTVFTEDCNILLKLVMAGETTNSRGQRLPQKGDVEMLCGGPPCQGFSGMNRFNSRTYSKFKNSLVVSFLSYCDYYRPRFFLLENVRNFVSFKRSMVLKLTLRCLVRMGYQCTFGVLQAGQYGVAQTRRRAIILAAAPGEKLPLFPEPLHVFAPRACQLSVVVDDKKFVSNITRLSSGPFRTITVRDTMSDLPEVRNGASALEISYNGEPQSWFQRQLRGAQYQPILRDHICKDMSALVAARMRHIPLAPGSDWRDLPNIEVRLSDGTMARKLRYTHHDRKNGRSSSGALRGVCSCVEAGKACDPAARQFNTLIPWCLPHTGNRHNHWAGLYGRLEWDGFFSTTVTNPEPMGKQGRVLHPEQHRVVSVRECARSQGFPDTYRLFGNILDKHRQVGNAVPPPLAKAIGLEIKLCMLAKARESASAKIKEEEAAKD
SUMO1-SIM PPI = modulators of human SUMO1-mediated protein-protein interactions; P63165; SUMO1 binding to a labelled peptide, TR-FRET, 1 h; inhibition, % at 20 µM; 360,000 compounds, 0.33% hits; in the data active means inhibition above about 37%
* hit, by the source's call; i = inactive; . = no result given. The order is random. About 3.6% of those tested had a hit in this group.

cpd | Molecule | CSN inh | MLLE-PAM2 inh | STEP block | NadD inh | TbMetRS inhib | Rpn11 inh | LMPTP block | Scp1 inh | DNMT1 inh | SUMO1-SIM PPI
1 | CCOc1cccc2cc(C(=O)NCc3cccnc3)c(=O)oc12 | 2.6 | 8.5 | -4.6 | 1.4 | 0.1 | i | -1.6 | -1.5 | 4.0 | -21.1
2 | Cc1noc(C)c1C(=O)Nc1cc(S(=O)(=O)N2CCCCC2)ccc1N(C)C | 4.1 | 4.8 | 0.6 | 4.3 | -0.4 | i | -0.8 | -0.6 | -2.1 | -1.9
3 | Cc1ccc(NC(=O)C2CCCN(C(=O)Nc3ccc(F)cc3)C2)cc1 (stereo not drawn) | 1.4 | -6.1 | 0.9 | 1.0 | 0.2 | i | 0.3 | -3.4 | 1.6 | 2.7
4 | COc1ccc(Cl)cc1NC(=O)CSC1=NN2CCCC(=O)N=C2S1 | -1.2 | -2.5 | 0.8 | -8.3 | 0.0 | i | -0.1 | -9.0 | -2.3 | 1.0
5 | CC1CN(c2ccc(Oc3ccccc3)cc2)c2nc3c(c(=O)n(CC(N)=O)c(=O)n3C)n2C1 (stereo not drawn) | 2.2 | -1.1 | 0.0 | 1.4 | 0.6 | i | -0.4 | -6.0 | -1.7 | 8.6
6 | Cc1ccc(C2CC(c3ccc(Cl)cc3)n3nc(N)nc3N2)cc1 (stereo not drawn) | -2.3 | -11.3 | 2.3 | 8.3 | -0.3 | i | -1.0 | 4.4 | -3.5 | 4.8
7 | CCn1ccnc1CNCc1cn(-c2cc(C)ccc2C)nc1-c1ccccc1 | 2.3 | -2.2 | 0.0 | 10.5 | -0.4 | i | 0.3 | -9.2 | -0.3 | -3.5
8 | O=[N+]([O-])c1ccc(C2=Nn3c(Cn4nnc5ccccc54)nnc3SC2)cc1 | 1.8 | 24.0 | 4.9 | -5.6 | -0.5 | i | 0.2 | -3.5 | 1.8 | -35.7
9 | Cc1cc(C)cc(N2C(=O)CSC2c2ccccn2)c1 (stereo not drawn) | -4.7 | 1.6 | 2.2 | -5.2 | -0.3 | i | -2.0 | -1.7 | 3.9 | 1.7
10 | CC(C)(C)NC(=O)Cn1c(=O)oc2ccc(Cl)cc21 | -3.7 | 3.6 | 3.2 | -6.8 | -0.9 | i | -1.3 | -6.6 | 3.4 | 6.7
11 | CCC1Sc2ccccc2N(CC(=O)NC2CCCCC2)C1=O (stereo not drawn) | -4.8 | -2.9 | -2.0 | -8.3 | 2.9 | i | 0.1 | -7.1 | 1.0 | 1.0
12 | CCCCOc1ccc(-c2ncc(C(=O)O)c(C)n2)cc1 | 0.3 | -3.5 | -1.1 | 5.2 | -1.1 | i | -0.9 | -4.6 | 0.0 | -0.1
13 | CCOC(=O)C1=C(C(F)(F)F)Nc2ncnn2C1c1ccc(OC)cc1OC (stereo not drawn) | -12.9 | 8.4 | -2.3 | -7.1 | -0.6 | i | -2.0 | -2.4 | -0.6 | 1.5
14 | CC(C)(C)N(Cc1ccccc1)C(=O)COC(=O)CCc1c[nH]c2ccccc12 | -2.4 | -8.2 | 4.8 | -4.4 | 0.0 | i | 3.8 | -6.7 | -2.4 | 1.1
15 | CC(N)C(=O)NC(C(=O)N1CCCC1C(=O)NC(c1ccccc1)c1ccccc1)C(C)C (stereo not drawn) | -1.3 | 1.0 | 1.2 | -4.2 | -0.4 | i | -1.2 | -2.7 | 3.7 | -3.0
16 | CCOc1ccccc1NC(=O)COC(=O)C1CCC1 | 1.3 | -8.0 | -0.9 | -3.9 | -0.2 | i | -0.8 | -4.7 | 1.1 | 2.1
17 | Cn1ccnc1C(OC(=O)c1ccc(Cl)cc1)C(F)(F)F (stereo not drawn) | 2.5 | -18.0 | -2.2 | -5.8 | -0.6 | i | -0.5 | -4.0 | -3.8 | 1.3
18 | CCN(CC)C(=S)Nc1cc(C(=O)OC)ccc1C(=O)OC | -4.2 | -22.6 | 1.0 | -5.9 | -0.1 | i | -2.8 | -3.7 | -1.1 | -2.1
19 | O=C(Nc1ncccc1O)c1ccc2c(c1)OCCO2 | -0.2 | 14.1 | 1.1 | -0.4 | -0.3 | i | -0.5 | -2.7 | -3.3 | -4.3
20 | COc1ccc(NC(=S)N(Cc2ccc(C)cc2)Cc2ccccn2)cc1 | -1.7 | -72.4 | -1.7 | -3.4 | -1.0 | i | -2.1 | -10.6 | 2.8 | 0.2
21 | Cc1ccc(N(Cc2cc3ccc(C)cc3[nH]c2=O)S(=O)(=O)c2ccccc2)c(C)c1 | 2.5 | -3.0 | 0.0 | 7.1 | -0.8 | i | -0.8 | -2.4 | -0.8 | -16.7
22 | COc1ccc(C2Nc3ccccc3C(=O)N2NS(C)(=O)=O)cc1OC (stereo not drawn) | 2.8 | 5.0 | -0.6 | -4.7 | -0.5 | i | 1.4 | -4.2 | 0.9 | 1.8
23 | Cc1cc2ccccn2c1C(=O)c1cccc(S(=O)(=O)N2CCOCC2)c1 | 1.7 | 4.4 | -2.7 | -4.6 | -0.6 | i | -1.6 | -1.5 | 0.2 | -15.5
24 | O=C(COC(=O)Cc1ccccc1F)Nc1ccc(Cl)cn1 | 6.4 | -1.0 | -0.6 | -0.5 | -0.8 | i | 0.1 | -7.0 | 1.9 | 0.4
25 | CCCc1cc(C(=O)Nc2cc(OC)c(Cl)cc2OC)no1 | 1.0 | 5.6 | -2.3 | -2.3 | 0.3 | i | 0.5 | -22.2 | 0.0 | 4.7
26 | CCn1c(SCC(=O)NC(C)C(C)C)nc2cc(S(=O)(=O)N3CCOCC3)ccc21 (stereo not drawn) | -3.6 | -11.0 | 1.5 | -3.3 | 0.6 | i | -0.5 | -9.5 | 1.1 | 3.7
27 | O=C(CSc1nc2ccsc2c(=O)n1Cc1ccccc1)NCc1ccco1 | -4.4 | -11.7 | -6.3 | -9.1 | -0.8 | i | -1.5 | -6.5 | 3.0 | -1.8
28 | O=C(O)CCC(=O)Nc1ccccc1C(=O)Nc1ccccc1 | -7.3 | 17.2 | -0.8 | 0.9 | -1.6 | i | -1.1 | -8.5 | 1.8 | 0.9
29 | O=C(CC1Sc2ccccc2NC1=O)OC(C(=O)NCCc1ccccc1)c1cccnc1 (stereo not drawn) | 0.9 | 17.3 | 3.0 | -7.3 | 0.1 | i | -1.9 | 3.2 | -3.8 | 0.6
30 | CC(C)c1ccc(/C=N/NC(=O)c2nnn(-c3nonc3N)c2CN(C)C2CCCCC2)cc1 | -4.2 | 8.6 | -2.5 | 17.4 | 0.3 | i | 1.4 | 10.7 | 9.7 | 3.4
31 | COC(=O)C1=C[C@@H](C(=O)OC)[C@@H]2C3=C(C(=O)[C@]2(C)NC(=O)c2ccccc2)[C@H](C)n2c(=O)n(-c4ccccc4)c(=O)n2[C@@H]3C1 | -0.6 | 13.1 | -0.5 | -0.4 | -0.4 | i | -1.0 | -2.3 | 0.7 | -2.1
32 | COc1cc2c(=O)n(Cc3ccccc3)c(=O)n(CC(=O)NCC3CCCO3)c2cc1OC (stereo not drawn) | -1.6 | 8.7 | 1.2 | 0.5 | -0.8 | i | 1.6 | -10.8 | -0.1 | 0.5

Values in list order from the entries so far:
TbMetRS inhib, nos. 13–22 → -0.6, 0.0, -0.4, -0.2, -0.6, -0.1, -0.3, -1.0, -0.8, -0.5

The listing continues:
cpd | Molecule | CSN inh | MLLE-PAM2 inh | STEP block | NadD inh | TbMetRS inhib | Rpn11 inh | LMPTP block | Scp1 inh | DNMT1 inh | SUMO1-SIM PPI
33 | CCCCn1nnc(NC(=O)CC23CC4CC(CC(C4)C2)C3)n1 | -4.5 | -10.7 | 1.1 | 1.0 | -0.1 | i | -0.5 | -4.3 | -0.5 | -0.3
34 | Clc1ccc(CSc2nnc([C@@H]3CCCN3)o2)cc1 | -4.0 | -1.9 | 3.0 | -1.4 | 0.4 | i | -2.4 | -4.2 | -0.1 | -1.8
35 | COc1ccc(C(C#N)N2CCC(c3ccccc3)=N2)cc1OC (stereo not drawn) | 3.3 | -8.1 | -1.1 | -5.9 | -0.6 | i | -2.4 | -7.1 | -1.8 | -2.1
36 | O=C1CC(N2CCOCC2)=NN1c1ccc([N+](=O)[O-])cc1 | -0.3 | 6.2 | -0.9 | 8.2 | 0.1 | i | 2.8 | -10.5 | -20.5 | -34.3
37 | CC(=O)Nc1ccc(S(=O)(=O)N2CCSC2c2ccco2)cc1 (stereo not drawn) | -0.8 | 15.2 | -7.4 | -10.4 | -0.9 | i | -2.2 | -2.5 | -8.5 | 1.6
38 | CC1(Cc2ccccc2OC(F)(F)F)C(=O)Nc2c(Cl)ccc(Cl)c21 (stereo not drawn) | -0.8 | 1.6 | -1.1 | -1.6 | 0.2 | i | 2.5 | . | 11.8 | 10.9
39 | CCOc1ccc(S(=O)(=O)N2CC(=O)Nc3ccccc32)cc1C#N | 1.6 | -8.9 | -0.7 | -2.6 | -0.3 | i | -1.5 | -15.6 | -0.6 | 1.5
40 | N#Cc1c(F)cccc1N1CCOCC1 | -1.9 | -2.0 | -2.4 | 5.3 | -0.4 | i | -3.8 | -0.3 | 3.0 | -6.3
41 | CC1(C(=O)Nc2ccc3c(c2)OCO3)CC1(Cl)Cl (stereo not drawn) | 0.8 | -7.1 | 1.9 | -2.8 | -0.5 | i | 0.2 | -4.6 | -0.9 | -3.1
42 | COc1cc(C(=O)NCC2CCCCC2)cc(OC)c1OC | -2.0 | -51.4 | 0.5 | -4.4 | -0.8 | i | -1.6 | 0.7 | -0.3 | 1.9
43 | Cc1sc2ncnc(N3CCC(C(=O)Nc4ccc(S(N)(=O)=O)cc4)CC3)c2c1C | 0.0 | -7.0 | 1.4 | 9.9 | -0.2 | i | 0.5 | -7.6 | -7.7 | 7.0
44 | O=C(O)C1CCC(=O)N(C2CCCCC2)C1c1ccccc1 (stereo not drawn) | 0.7 | -5.8 | -1.6 | -8.4 | -0.4 | i | -1.1 | -2.2 | 1.9 | -1.9
45 | CCOc1ccc(S(=O)(=O)N(C)c2ccc(OCC(=O)NC3=NCCS3)cc2)cc1 | 1.0 | -0.5 | -2.8 | -3.2 | -1.0 | i | -0.7 | -9.1 | 3.0 | -2.4
